MC4R barr agon: MC4R agonists recruiting beta-arrestin, primary screen, cell-based, luminescence, agonist arm of biased-ligand search; U2OS MC4R beta-arrestin complementation; percent of melanotan II response, DMSO zero; activation, % at 8.9 µM; actives 0.98% (n = 360,000); AID 540308, 2011;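 active means activation above a per-plate cutoff, the mean activation of sample wells on that plate plus 3 SD, cut at about 8% in these data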
Target sequence (P32245 whole entry, looked up): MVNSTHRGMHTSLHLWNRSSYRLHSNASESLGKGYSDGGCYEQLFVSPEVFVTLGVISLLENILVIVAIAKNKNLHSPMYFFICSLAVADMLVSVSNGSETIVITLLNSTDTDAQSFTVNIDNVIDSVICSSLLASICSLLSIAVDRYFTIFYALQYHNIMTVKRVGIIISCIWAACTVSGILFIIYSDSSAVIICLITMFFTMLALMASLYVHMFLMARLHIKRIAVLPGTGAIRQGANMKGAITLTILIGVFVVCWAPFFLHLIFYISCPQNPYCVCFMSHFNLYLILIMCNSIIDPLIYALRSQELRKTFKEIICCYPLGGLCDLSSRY
MC4R antag cAMP: MC4R antagonists of cAMP signaling, primary screen, cell-based, TR-FRET, antagonist arm of biased-ligand search; MC4R-expressing cells, MTII-stimulated cAMP, LANCE TR-FRET; inhibition, % at 6.5 µM; actives 0.48% (n = 360,000);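 active means inhibition above its plate's cutoff, the mean of tested wells on that plate plus 3 SD, cut at about 29% in these data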;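 further: 0% = Melanotan II alone and 100% = Melanotan II plus saturating MCL0020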
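System: U2OS-MC4R stable cell line; Technique: Eu-cAMP/anti-cAMP TR-FRET, emission 671 nm; Repeats: single well per compound; Also added: Melanotan II; Dosing: one concentration, 6.5 µM nominal; Schedule: 30-min compound, 1-h challenge, 1-h detection, room temperature.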
ABHD5 PLIN5 PPI: ABHD5-PLIN5 interaction inhibitors, primary screen, cell lysate, split luciferase complementation, luminescence. Perilipin-5 (Homo sapiens) + 1-acylglycerol-3-phosphate O-acyltransferase ABHD5 (Homo …. Split G. princeps luciferase complementation, 4 h. inhibition, % at 4 µM. actives 0.78% (n = 360,000). AID 602281, 2012;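 active means inhibition above the mean inhibition across every tested compound plus 3 SD, cut at about 22% in these data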;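 further: 0% = DMSO only wells and the 100% control is not disclosed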
ABCB6 inh MLPCN: ABCB6 transporter inhibitors, primary screen, K562-ABCB6 cells, flow cytometry, MLPCN library; K562-ABCB6 porphyrin accumulation, 1 h; hits give low values; fluorescence ratio to DMSO, % at 10 µM; actives 0.19% (n = 360,000); ATP-binding cassette sub-family B member 6 (Homo sapiens), Q9NP58; AID 602162, 2011;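 active means fluorescence ratio to DMSO below 75%, the collection mean minus 3 SD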;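 further: signal is porphyrin accumulated inside mitochondria; 100% equals median channel fluorescence of DMSO control wells; lower ratio means ABCB6 inhibition with less porphyrin fluorescence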
N-glyco inh: increase of ERlucT glycosylation luciferase signal, primary screen, N-linked glycosylation inhibitor project, D54 ERlucT cells, luminescence, set 2 | actives 0.23% (n = 360,000) | D54 ERlucT glycosylation luciferase reporter, 24 h; percent of 100 nM tunicamycin response | reporter increase, % at 12.5 µM;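 active means mean luciferase reporter signal, scaled so untreated is 0 and the glycosylation-blocking control 100, at or above a set limit in every replicate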;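 further: luciferase carries N-glycosylation sites so blocking glycosylation raises the light; 0% = median of neutral control wells and 100% = median of 100 nM tunicamycin wells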
H9c2 protect: cardioprotection against H2O2-induced cell death, primary screen, uHTS, H9c2 cells, ATPLite luminescence. H9c2 cardiomyocytes, H2O2 injury protection, 2 h. protection from H2O2 cell death, % at 20 µM. actives 0.63% (n = 360,000). AID 588492, 2011;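 active means compounds giving at least 50% protection of heart cells from peroxide-induced death in the single-dose screen, raw or plate-pattern-corrected value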;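 further: 0% = DMSO wells with peroxide and 100% = DMSO wells without peroxide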
aDG glyco act: activators of alpha-DG glycosylation, primary screen, uHTS, Pro5-aDG cells, AlphaScreen. activation, % at 10 µM. alpha-DG glycosylation AlphaScreen (IIH6); 0% Pro5, 100% B10-LARGE cell signal. actives 0.22% (n = 360,000);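 active means activation of at least 8% versus controls, or a plate z-score of at least 8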;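 further: Pro5 are CHO cells carrying HIG-tagged alpha-DG that lacks glycosylation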
hiPSC survival: enhancers of single-cell hiPSC survival, primary screen, ATPlite luminescence; 100% = ROCK inhibitor wells, 0% = DMSO; survival enhancement, % at 20 µM; actives 0.044% (n = 360,000); in the data active means survival enhancement above about 18%;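 further: cells exposed to compounds for 16 hours before the ATP read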
m5-HT2A agonist: mouse Htr2a agonists via beta-arrestin recruitment, primary screen, cell-based, luminescence. AID 624169, 2012. actives 0.66% (n = 360,000). activation, % at 7.6 µM. 5-hydroxytryptamine receptor 2A (Mus musculus), P35363. CHO-K1 mHTR2A beta-arrestin complementation; percent of 30 µM serotonin response;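 active means activation above a run cutoff, the mean activation of all tested compounds plus 3 SD, cut at about 14% in these data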;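 further: 0% = plate median of compound wells and 100% = 30 µM serotonin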
Target sequence (P35363 whole entry, looked up): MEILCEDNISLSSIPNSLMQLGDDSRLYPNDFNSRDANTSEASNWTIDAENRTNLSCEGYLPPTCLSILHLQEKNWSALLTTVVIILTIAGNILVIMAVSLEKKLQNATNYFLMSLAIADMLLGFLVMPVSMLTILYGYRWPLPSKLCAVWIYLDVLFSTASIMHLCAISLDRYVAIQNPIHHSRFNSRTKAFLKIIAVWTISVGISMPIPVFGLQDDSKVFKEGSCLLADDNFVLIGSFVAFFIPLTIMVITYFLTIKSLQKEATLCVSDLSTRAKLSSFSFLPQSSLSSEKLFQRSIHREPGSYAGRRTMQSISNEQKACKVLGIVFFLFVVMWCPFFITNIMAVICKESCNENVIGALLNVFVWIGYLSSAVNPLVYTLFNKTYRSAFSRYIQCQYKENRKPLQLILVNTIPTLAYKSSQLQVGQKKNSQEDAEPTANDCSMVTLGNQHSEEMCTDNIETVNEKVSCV
Granule exo inh: LAMP-1 surface exposure blockers, TALL-104 cells – cell-based, flow cytometry, MLPCN library, primary screen | TALL-104 LAMP-1 surface exposure; cells stimulated with thapsigargin and PMA | AID 651702, 2012 | actives 0.66% (n = 360,000) | inhibition, % at 10 µM;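 active means inhibition above about 55%, limit read from the data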
Numbers without * were called inactive; i = inactive; . = not tested or not shown.

Fields – MC4R barr agon	MC4R antag cAMP	ABHD5 PLIN5 PPI	ABCB6 inh MLPCN	N-glyco inh	H9c2 protect	aDG glyco act	hiPSC survival	m5-HT2A agonist	Granule exo inh
> Cc1ccc(S(=O)(=O)N2C(=O)CCC2C(=O)N2CCN(C)CC2)cc1 (stereo not drawn)
 : -1.2	-4	2	101	0	3	0.0	1.3	6	-1
> Cc1ccc(N2C(=O)Nc3ccccc3C2(O)C(=O)NCCCOC(C)C)cc1C (stereo not drawn)
 : -0.1	11	1	99	-1	10	0.0	0.3	2	-1
> O=C1NC(=O)C(c2ccccc2)(c2ccc(Cl)cc2Cl)N1 (stereo not drawn)
 : 0.1	8	-11	103	1	-4	-0.2	-1.4	3	-4
> Cc1cc(=O)oc2cc(OCC(=O)Nc3ccc4[nH]c(=O)[nH]c4c3)ccc12
 : -2.8	0	8	95	1	8	-0.1	-0.4	6	1
> COc1ccc(CN(C(=S)Nc2ccccc2)C2CC(=O)N(c3ccc(Cl)cc3)C2=O)cc1 (stereo not drawn)
 : -1.4	8	-2	98	-2	-12	0.4	0.3	-5	5
> Cc1cc(NC(=O)c2noc3c2CCc2ccccc2-3)n(-c2ccccc2)n1
 : 0.5	5	4	98	-1	-13	-0.1	0.8	0	2
> O=C(c1ccc(F)cc1)C1CCN(C(=O)c2ccc(F)cc2)CC1
 : -0.3	27	4	112	-2	8	-0.1	0.0	-1	1
> C#CCOc1ccc(CNC[C@H]2O[C@@H](n3ccc(=O)[nH]c3=O)[C@H](O)[C@@H]2O)cc1
 : .	.	1	100	1	7	-0.4	-2.6	0	2
> COc1ccc(Cc2nnc(N/N=C/c3ccc(C)o3)[nH]c2=O)cc1
 : -2.4	9	1	106	3	-3	-0.1	-1.8	-7	0
> O=C(Nc1ccc2sc3ccccc3c(=O)c2c1)c1ccccc1Cl
 : 0.4	1	6	97	-7	-16	1.1	-1.5	-3	2
> CC(=O)C1C(c2cn(-c3ccccc3)nc2-c2cccs2)NC(=O)NC1(O)C(F)(F)F (stereo not drawn)
 : -0.3	17	1	100	2	-3	-0.1	-1.2	3	2
> COc1ccc(S(=O)(=O)NCc2cc(-c3ccccc3Cl)no2)cc1
 : 1.7	-3	6	101	0	0	0.8	0.3	5	0
> CCn1cc(C(=O)NC(=S)Nc2ccccc2[N+](=O)[O-])cn1
 : -3.4	13	2	92	1	2	0.1	0.1	-7	-4
> O=C(COc1cccc(F)c1)Nc1nc(-c2ccncc2)cs1
 : -0.6	11	-6	93	-2	-5	0.0	15	1	-3
> COc1ccc(-c2ccc(C(=O)Nc3cccc(Oc4ccccc4)c3)c3occc23)c(C)c1
 : -0.7	2	-5	78	-6	-9	0.5	1.6	-2	-2
> COc1ccc2c(c1)SCC(=O)N2C
 : -3.0	3	3	91	9	-2	-0.2	-0.2	3	-2
> Cc1ccc(NC(=O)C2CC(O)CN2C(=O)OCc2ccccc2)cc1C (stereo not drawn)
 : -2.3	3	-4	99	1	6	-0.2	-0.3	-4	-8
> COC(=O)Cn1c(Cc2ccccc2)nc2ccccc21
 : 0.3	14	0	102	0	5	0.0	-0.4	1	-9
> Cc1nc2c3ccccc3nc(NNC(=O)CCC(=O)N3CCCC(C)C3)n2n1 (stereo not drawn)
 : 1.9	11	-2	101	4	7	-0.5	-0.5	5	-4
> CCN(CC1CCCO1)C(=O)c1cc(COc2ccc(F)cc2F)on1 (stereo not drawn)
 : 1.0	10	-1	104	-2	-5	-0.2	0.2	-10	-3
> COc1ccc(S(=O)(=O)N2CCCN(CC(=O)Nc3cc(NC(C)=O)ccc3OC)CC2)cc1
 : -1.5	3	9	97	-2	2	0.0	-0.1	0	-3
> O=C(Cc1coc2ccc3ccccc3c12)NCc1cccs1
 : 2.6	-1	-3	96	0	-2	-0.1	-3.0	2	-2
> CC(C)(C)OC(=O)NCC1CCC(C(=O)NC[C@H](CC(=O)O)c2ccc(Cl)cc2)CC1 (stereo partly drawn)
 : -0.9	6	3	98	4	-3	0.2	0.7	1	11
> COc1ccc(C(=O)OC2C(OC)OCC(O)C2O)cc1 (stereo not drawn)
 : -1.5	5	6	97	1	-2	0.0	-1.3	6	6
> Cc1ccc(C(=O)NC(=S)/C=C2\N(C)c3ccccc3C2(C)C)cc1
 : 3.9	-6	8	i	0	-32	0.9	-0.9	-6	8
> CCCc1cc(=O)n2[nH]c(NCc3ccccc3F)nc2n1
 : -0.7	11	-1	101	-1	8	0.0	-2.6	-1	-1
> Cc1ccc(C)c(S(=O)(=O)N(C)C2CCS(=O)(=O)C2)c1 (stereo not drawn)
 : -2.4	8	5	100	3	-2	0.5	-0.5	8	4
> CN1CCN(CC(=O)Nc2cc(S(=O)(=O)N3CCOCC3)ccc2Cl)CC1
 : -1.3	8	-9	104	1	-2	-0.4	-0.6	-6	-3
> Cc1nc(N2CCN(C)CC2)[nH]c(=O)c1Cc1cccc2ccccc12
 : 0.3	9	5	99	-1	2	0.1	3.4	-5	-1
> Cc1onc(-c2ccccc2)c1C(=O)N1CCCCCC1
 : -1.7	5	7	85	-1	6	0.1	0.5	3	-2
> CCOc1ccc(N(C)S(=O)(=O)c2ccc3[nH]cc(C(=O)NCC(OC)OC)c(=O)c3c2)cc1
 : -1.1	1	-26	80	-2	-1	-0.2	-0.2	1	1
> CC1CN(CCN2CC(C)N(C=O)CC2C)C(C)CN1C=O (stereo not drawn)
 : 0.0	15	17	100	1	6	-0.1	-2.8	0	6
> O=C(O)CCCC(=O)Nc1nc(-c2ccccc2)cs1
 : -1.0	12	3	96	2	-5	-0.1	-3.4	14	-1
> COC(=O)c1c(NC(=O)c2cccnc2)sc(C(=O)N(C)C)c1C
 : 0.1	5	-1	102	11	-3	-0.1	-1.2	5	3
> COC(=O)[C@@H]1C[C@@]2(O)[C@@H](O)[C@@H](O)[C@@H](O)C[C@H]2N1CC(c1ccccc1)c1ccccc1
 : -0.2	-5	-1	92	1	9	0.3	2.0	2	-2
> COc1cc(/C=N/NC(=O)c2cc(-c3ccccc3Cl)nc3ccccc23)cc(OC)c1O
 : 0.5	-47	5	98	1	4	-0.2	-0.5	-11	0
> CCOc1ccc(Cl)cc1S(=O)(=O)N1CCC(C(=O)NCc2ccncc2)CC1
 : -1.2	1	4	93	3	-1	-0.1	0.5	1	4
> NC(=O)C1CCN(C(=O)Cc2ccc(-c3ccccc3)cc2)CC1
 : -2.0	9	-4	101	-2	-2	0.1	-0.6	-4	1
> C[C@H](CO)N1C[C@H](C)[C@@H](CN(C)C(=O)NC2CCCCC2)Oc2ccc(NC(=O)NC3CCCCC3)cc2C1=O
 : -0.3	7	3	97	1	-6	0.1	1.7	7	-4
> CCCc1nn2c(=O)cc(CSCC(=O)Nc3ccccc3)nc2s1
 : -2.5	14	-5	99	2	0	-0.3	-0.2	9	15
> CN(C)N1C(N)=C(C#N)C(c2cccc3ccccc23)C2=C1CC(c1ccccc1)CC2=O (stereo not drawn)
 : -1.8	5	0	91	0	-10	0.1	0.8	-4	4
> COc1ccc(COC(=O)c2nc3nc(C)cc(C)n3n2)cc1F
 : -0.8	23	0	96	0	-5	-0.2	12	2	0
> CCN(CC)S(=O)(=O)c1cccc(-c2nc3n(n2)Cc2ccccc2-3)c1
 : 4.7	7	-2	100	0	7	0.0	1.1	2	0
> COc1cc(C(=O)N/N=C/C2CC=CCC2)cc(OC)c1OC (stereo not drawn)
 : -2.2	-20	-2	95	-1	2	0.0	-0.5	-3	5
> CC[C@H](C)[C@@H](C(=O)NCCCCCCCCCCC(=O)N1CCNCC1)n1cc(CCCCN=C(N)N)nn1
 : 0.7	4	1	96	2	0	-0.1	-0.5	-3	3
> COC(=O)c1sccc1NC(=O)c1ccccc1C(=O)O
 : 2.5	6	4	99	1	1	0.0	-0.6	4	6
> COc1ccc(-c2cc([C@H]3[C@H]4C=CC[C@@H](C)[C@@H]4C(=O)N3Cc3ccccc3)ccc2F)cc1OC
 : -1.7	7	-12	98	-7	-12	0.3	-2.3	-3	-2
> COCCNc1nc(NCc2cccs2)nc2ccsc12
 : 3.2	10	-3	105	1	-20	0.6	1.6	-1	0
> CCc1cc(-c2nc(N)ncc2-c2ccc(Br)cc2)c(O)cc1OC
 : -2.7	-1	-9	92	-3	1	-0.1	1.5	-6	-1
> O=C(NCc1cccc(Cl)c1)c1cc(COc2ccc3ncccc3c2)on1
 : 4.3	3	-5	100	-8	-27	10*	0.6	-1	9
> Cn1nc(-c2ccc(Cl)cc2)c2cc(C(=O)NCCCN3CCCC3)sc21
 : -0.1	-5	12	98	-1	4	0.1	-1.6	-1	25
> O=C(/C=C/c1cccs1)N1CCC2(CC1)Oc1ccc(F)cc1C(=O)C21CC(c2ccccc2)=NO1 (stereo not drawn)
 : 0.1	16	4	106	-1	1	-0.1	9.8	-4	-5
> Cc1noc(C)c1CSc1nc2ccccc2n1CCc1ccccc1
 : 1.0	7	-4	101	0	-4	1.0	4.2	-1	-3
> O=C(Cc1csc(Nc2nc(=S)[nH]c3ccccc23)n1)N1CCN(c2cccc(C(F)(F)F)c2)CC1
 : -0.4	5	-4	100	-1	11	-0.4	-0.5	6	-2
> OCCCNc1ncnc2scc(-c3ccc(Cl)cc3)c12
 : -1.4	-4	-4	98	-12	8	0.1	0.7	0	-6
> CCn1c(COc2ccccc2C)nnc1SCC(=O)OC
 : -1.9	1	-1	101	0	5	0.0	-2.0	2	-6
> c1cncc(-c2nc3ccccc3[nH]2)c1
 : -0.2	-11	-2	96	-5	-3	-0.2	-0.1	0	7
> O=[N+]([O-])c1cccc(-c2ccc(SCc3cccnc3)nn2)c1
 : -1.1	-8	3	98	-1	-1	-0.2	2.1	0	-3
> CCN(C)C1CN(Cc2cn(Cc3ccc(OC)cc3)nn2)S(=O)(=O)C1 (stereo not drawn)
 : .	.	5	98	.	.	-0.1	1.6	-4	-6
> COc1ccc(-n2nc(C(=O)NCC(=O)NC(C)C)c3ccccc3c2=O)cc1Cl
 : -0.8	-7	2	92	4	-8	0.0	-0.5	0	21
> CCc1nc2ccccc2c(NC(=O)CN2CCC(C)CC2)c1C
 : -0.2	9	-4	97	-4	8	0.5	1.9	-1	-1
